IDH1 R132H inh: qHTS for Inhibitors of mutant isocitrate dehydrogenase 1 (IDH1): qHTS; IDH1-R132H enzyme, NADPH consumption, diaphorase/resazurin fluorescence; actives 0.093% (n = 390,000); Isocitrate dehydrogenase [NADP] cytoplasmic (Homo sapiens), O75874; Potency, µM (highest dose often 76.6 µM), for inactives: at the highest dose activity change, negative = inhibition, actives largely listed as inhibitors; also: potency is read from the fitted curve at half-maximal effect; % is scaled to controls: 0 for no effect and ±100 for the full control effect; nearly all actives have a fitted effect of over 65% in size
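IDH1-R132H (0.5 ug/mL) preincubated 30 min with compound, then NADPH (0.016 mM) and alpha-KG (2 mM) added; 80 min at RT, pH 7.5. Remaining NADPH coupled via diaphorase/resazurin to fluorescence (540/590 nm); concentration-response curves normalized to no-enzyme control.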
TrxR1 substrate: qHTS Assay for Substrates of Mammalian Selenoprotein Thioredoxin Reductase 1 (TrxR1): qHTS | actives 0.01% (n = 390,000) | purified TrxR1 substrate turnover, NADPH consumption readout | Potency, µM (titrated, usually from 114 µM), without a hit: top-dose activity change, negative = substrate turnover | Thioredoxin reductase 1, cytoplasmic (Rattus norvegicus), O89049; also: potency is read from the fitted curve at half-maximal effect; % is scaled to controls: 0 for no effect and ±100 for the full control effect; nearly all actives have a fitted effect of over 50% in size
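Rat TrxR1, dispensed at 90 nM, was prereduced with 400 uM NADPH (final) for 5 min at ~22 deg C, then incubated with compound 15 min before 400 uM selenite. A first-read NADPH fluorescence drop versus no-compound background flagged substrates.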
HP1b binding inh: HTS for Inhibitors of HP1-beta Chromodomain Interactions with Methylated Histone Tails; Chromobox protein homolog 1 (Homo sapiens), P83916; actives 0.56% (n = 390,000); AID 540317, 2011; Potency, µM (highest dose often 114 µM), inactives show at the top dose activity change, negative = inhibition, actives largely listed as inhibitors; AlphaScreen HP1-beta / biotin-H3K9me3 peptide binding; also: potency is read from the fitted curve at half-maximal effect; nearly all actives have a fitted effect of over 70% in size; inactives centre near 23
Target sequence (P83916 whole entry, looked up): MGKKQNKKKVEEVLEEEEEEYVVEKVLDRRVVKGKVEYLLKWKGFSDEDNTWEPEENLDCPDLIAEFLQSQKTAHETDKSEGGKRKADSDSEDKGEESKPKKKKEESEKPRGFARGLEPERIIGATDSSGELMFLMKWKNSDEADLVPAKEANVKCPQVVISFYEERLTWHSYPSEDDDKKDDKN
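HP1-beta protein (50 nM final) preincubated 30 min at room temperature with biotinylated H3(1-18)K9me3 peptide (50 nM) in PBS pH 7.4, 0.01% Tween-20, then compound added for 30 min. AlphaScreen streptavidin donor/nickel chelate acceptor beads (10 ug/mL final), 30 min dark, luminescence read.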
PI4K2A inh: qHTS for small molecular inhibitors of PI4K2A. Phosphatidylinositol 4-kinase type 2-alpha (Homo sapiens), Q9BTU6. purified PI4K2A, ADP-Glo luminescence, 1 h; active compounds read low. activity change, negative = inhibition, % at 76.9 µM. actives 0.13% (n = 420,000). AID 1346378, 2018; in the data active = activity change below about -50%; inconclusive = mostly about -30% to -49%;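 also: -100% = wells without enzyme as full effect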
Target sequence (Q9BTU6 whole entry, looked up): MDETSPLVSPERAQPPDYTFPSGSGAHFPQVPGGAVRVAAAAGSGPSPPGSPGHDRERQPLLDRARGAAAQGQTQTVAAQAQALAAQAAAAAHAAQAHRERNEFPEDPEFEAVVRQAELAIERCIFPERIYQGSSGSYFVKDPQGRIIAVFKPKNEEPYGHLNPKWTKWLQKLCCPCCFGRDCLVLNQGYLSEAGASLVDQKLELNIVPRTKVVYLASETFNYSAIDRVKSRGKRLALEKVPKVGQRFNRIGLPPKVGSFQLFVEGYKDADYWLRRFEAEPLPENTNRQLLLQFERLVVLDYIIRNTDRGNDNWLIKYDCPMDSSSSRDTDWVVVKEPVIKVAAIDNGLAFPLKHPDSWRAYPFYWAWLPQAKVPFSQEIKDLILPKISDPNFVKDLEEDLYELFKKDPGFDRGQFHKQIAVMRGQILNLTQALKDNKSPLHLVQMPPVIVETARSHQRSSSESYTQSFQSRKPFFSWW
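Compounds are screened against recombinant PI4K2A using PI as substrate and ATP, the latter dispensed at 300 microM. Reactions run one hour at ambient temperature before ADP-Glo detection; full inhibition defined by wells lacking enzyme.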
rTrxR1 inhibitor: qHTS Assay for Inhibitors of Mammalian Selenoprotein Thioredoxin Reductase 1 (TrxR1): qHTS; recombinant rTrxR1, NADPH fluorescence consumption, selenite substrate; actives 1% (n = 390,000); AID 588453, 2011; Thioredoxin reductase 1, cytoplasmic (Rattus norvegicus), O89049; Potency, µM (highest dose often 114 µM), for inactives: at the top dose activity change, negative = inhibition, actives largely listed as inhibitors; also: potency is read from the fitted curve at half-maximal effect; % is scaled to controls: 0 for no effect and ±100 for the full control effect; nearly all actives have a fitted effect of over 65% in size
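Rat TrxR1 (90 nM in the dispensed reagent) was pre-reduced with 400 uM NADPH for 5 min at room temperature, then incubated with compound for 15 min. After 400 uM selenite was added, NADPH fluorescence (Ex 340/Em 450 nm) was followed for 8 min.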
Pin1 inh: qHTS Assay to Find Inhibitors of Pin1; Pin1 FP peptide displacement, HiFluor488, 10 min; Peptidyl-prolyl cis-trans isomerase NIMA-interacting 1 (Homo sapiens), Q13526; actives 0.009% (n = 390,000); Potency, µM (titrated, usually from 115 µM), for inactives: at the top dose activity, negative = inhibition, most hits filed as inhibitors; active = well fitted inhibition curve with a large enough effect in the polarisation, with a control signal flat, not every such curve was filed as active; inconclusive = small, poorly fitted or top-dose-only effect, or effect the other way, or a change in a side signal; inactive = no such curve, though single readings can be large or run the other way; the % refers to the polarisation; also: potency is read from the fitted curve at half-maximal effect; % is scaled to controls: 0 for no effect and ±100 for the full control effect
Tb PGK inh: qHTS Assay to Find Inhibitors of Phosphoglycerate Kinase. Phosphoglycerate kinase, glycosomal (Trypanosoma brucei brucei), P07378. PGK/GAPDH coupled, Kinase-Glo luminescence, 60 min. Potency, µM (doses to about 57.5 µM), inactives show at the top dose activity change, negative = inhibition, hits mostly inhibitors. actives 0.043% (n = 380,000). AID 602233, 2012; also: potency is read from the fitted curve at half-maximal effect; % is scaled to controls: 0 for no effect and ±100 for the full control effect; nearly all actives have a fitted effect of over 60% in size
Target sequence (P07378 whole entry, looked up): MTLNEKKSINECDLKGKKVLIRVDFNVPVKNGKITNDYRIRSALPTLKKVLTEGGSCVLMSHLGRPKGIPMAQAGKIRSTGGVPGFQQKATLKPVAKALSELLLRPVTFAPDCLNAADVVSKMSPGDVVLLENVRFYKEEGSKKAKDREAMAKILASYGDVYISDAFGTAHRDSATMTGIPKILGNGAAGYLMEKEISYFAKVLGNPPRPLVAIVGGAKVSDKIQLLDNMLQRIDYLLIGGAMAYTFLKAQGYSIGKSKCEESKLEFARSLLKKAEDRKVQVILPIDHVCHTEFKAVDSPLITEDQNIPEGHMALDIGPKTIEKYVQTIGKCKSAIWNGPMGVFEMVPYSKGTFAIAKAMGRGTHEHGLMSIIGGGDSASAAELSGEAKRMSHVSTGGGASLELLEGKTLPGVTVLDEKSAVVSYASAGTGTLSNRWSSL
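Luminescent ATP detection (Kinase-Glo Plus) follows a 60-minute room-temperature incubation, with wells lacking PGK as controls. Buffer: 100 mM TEA (pH 7.6), 5 mM MgCl2, 0.01% Tween-20. Coupling enzyme GAPDH (100 nM final) supplies unstable 1,3-BPG in-well.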
USP1-UAF1 inh: Inhibitors of USP1/UAF1: Primary Screen; actives 0.23% (n = 390,000); Ubiquitin carboxyl-terminal hydrolase 1 (Homo sapiens), O94782; recombinant USP1/UAF1, Ub-Rhodamine cleavage fluorescence; Potency, µM (top dose mostly 57.1 µM), for inactives: at the highest dose activity change, negative = inhibition, actives largely listed as inhibitors; also: potency is read from the fitted curve at half-maximal effect; % is scaled to controls: 0 for no effect and ±100 for the full control effect; nearly all actives have a fitted effect of over 60% in size; inactives centre near -12
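High-throughput fluorogenic screen: 1nM USP1/UAF1 complex, Ub-Rho substrate 150nM final, 50mM HEPES pH 7.8 with 0.5mM EDTA, 0.1 mg/ml BSA, 1mM TCEP and 0.01% Tween-20.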
GLS inhibitor: qHTS for Inhibitors of Glutaminase (GLS); Glutaminase kidney isoform, mitochondrial (Homo sapiens), O94925; GLS enzymatic activity, qHTS titration; Potency, µM (doses to about 45.5 µM), without a hit: at the highest dose activity change, negative = inhibition, most hits filed as inhibitors; actives 0.21% (n = 410,000); AID 624170, 2012; also: potency is read from the fitted curve at half-maximal effect; % is scaled to controls: 0 for no effect and ±100 for the full control effect
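hKGA in 45 mM KH2PO4 pH 8.2, 0.02% Tween-20 with pin-transferred compounds; 1 mM L-glutamine (stock) plus glutamate oxidase/HRP/Amplex Red coupling added. Fluorescence read initially and after 30 min at RT.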
* marks the source's active call; other numbers are inactive results; i = inactive; ? = inconclusive; . = no result given; [ ] = dose if it differs, or a comment. Unless noted, calls follow the shape of the dose curve; as a rule, active = well fitted curve in the direction sought with a large enough effect; inconclusive = small, poorly fitted or top-dose-only effect, or another doubt; inactive = no such curve, though single readings can be large; an effect the other way counts as inactive or inconclusive. Some of the compounds tested; count on the stated rates, not on these rows.

Abbreviations – A = IDH1 R132H inh; B = TrxR1 substrate; C = HP1b binding inh; D = PI4K2A inh; E = rTrxR1 inhibitor; F = Pin1 inh; G = Tb PGK inh; H = USP1-UAF1 inh; I = GLS inhibitor
CCOC(=O)c1c(NC(=O)CCCC(=O)O)sc2c1CCC2
  A: -9%	B: 5%	C: -16%	D: 0	E: 7%	F: -6%	G: -6%	H: -17%	I: 0%
O=C(COC(=O)CCCOc1ccccc1)NC1CCS(=O)(=O)C1 (centres undefined)
  A: -5%	B: 0%[57.1 µM]	C: 28%	D: -2	E: 10%[57.1 µM]	F: -4%	G: 0%	H: -2%	I: 3%
CN1CCN(C(=O)CN(C)S(=O)(=O)c2ccc3ccccc3c2)CC1
  A: -1%	B: 11%	C: 15%	D: 6	E: 12%[57.1 µM]	F: -4%	G: -7%	H: -7%	I: 12%
CC(=O)c1ccc(OCc2cc(C(=O)N3CCN(c4ccccc4)CC3C)no2)cc1 (centres undefined)
  A: 0%	B: 3%[57.1 µM]	C: 51%[activator]	D: -3	E: 15%[57.1 µM]	F: 16%	G: 4%	H: -7%	I: 13%
CCN1C(=O)[C@@H]2[C@@H](c3ccc(-c4ccc(F)cc4)c(OC)c3)N3CCC[C@@]3(C(=O)OC)[C@@H]2C1=O
  A: 5%	B: -11%	C: 28%	D: 6	E: 7%	F: 8%	G: -9%	H: -25%	I: -7%
COc1ccccc1NC(=O)c1ccc(Br)o1
  A: 12%	B: 8%	C: 39%	D: -3	E: -13%	F: -3%	G: -6%	H: -13%	I: -1%
Cc1ccccc1OC1C(=O)N(CC2CCCO2)C1c1ccc2c(c1)OCO2 (centres undefined)
  A: 3%	B: 0%	C: 50%[activator]	D: -3	E: 15%	F: -8%	G: .	H: -13%	I: 14%
COc1ccc(N2CCN(Cc3nc(N)nc(N4CCCc5ccccc54)n3)CC2)cc1
  A: 2%	B: -6%	C: ?	D: -3	E: -11%	F: 3%	G: 6%	H: -4%	I: 55%[activator]
CCS(=O)(=O)Nc1cccc(C2=NN(S(=O)(=O)c3ccccc3)C(c3cccs3)C2)c1 (centres undefined)
  A: 3%	B: -2%	C: 16%	D: 0	E: 18%	F: 55%[activator]	G: -4%	H: -17%	I: -6%
COc1ccc(CN2CN(S(=O)(=O)c3cccs3)c3nc4ccccc4nc32)cc1
  A: 22%	B: -3%	C: 8%	D: -5	E: -6%	F: -14%	G: -6%	H: -22%	I: 0%
Cc1ccc(C)c(N2C(=O)CC(N3CCN(Cc4ccc5c(c4)OCO5)CC3)C2=O)c1 (centres undefined)
  A: 3%	B: 1%[57.1 µM]	C: 20%	D: 1	E: 17%	F: -7%	G: .	H: -7%	I: -8%
CCN(CC(=O)Nc1ccccc1C(F)(F)F)C(=O)c1ccc(N2CCCC2=O)cc1
  A: -7%	B: -3%	C: 42%[activator]	D: 0	E: 20%	F: 1%	G: -1%	H: -7%	I: 1%
NS(=O)(=O)c1cccc(NS(=O)(=O)c2ccc3ccccc3c2)c1
  A: 14%	B: 4%	C: 30%	D: -3	E: 21%	F: 0%	G: i	H: -25%	I: 3%
CC(/C=C1\SC(=S)N(C(C(=O)O)C(C)C)C1=O)=C\c1ccccc1 (centres undefined)
  A: 4%	B: -4%	C: 8%	D: 0	E: 3%	F: ?	G: -11%	H: -25%	I: 0%
CC1CCCCC12NC(=O)N(CC(=O)NC1CCCc3ccccc31)C2=O (centres undefined)
  A: 1%	B: 2%	C: 8%	D: 1	E: 9%	F: -2%	G: i	H: -7%	I: 0%

A different layout for part of the listing above:
Values run as follows: IDH1 R132H inh | TrxR1 substrate | HP1b binding inh | PI4K2A inh | rTrxR1 inhibitor | Pin1 inh | Tb PGK inh | USP1-UAF1 inh | GLS inhibitor
- Cc1ccc(C)c(N2C(=O)CC(N3CCN(Cc4ccc5c(c4)OCO5)CC3)C2=O)c1 (centres undefined)
    3% | 1%[57.1 µM] | 20% | 1 | 17% | -7% | . | -7% | -8%
- COc1ccccc1NC(=O)c1ccc(Br)o1
    12% | 8% | 39% | -3 | -13% | -3% | -6% | -13% | -1%
- O=C(COC(=O)CCCOc1ccccc1)NC1CCS(=O)(=O)C1 (centres undefined)
    -5% | 0%[57.1 µM] | 28% | -2 | 10%[57.1 µM] | -4% | 0% | -2% | 3%
- Cc1ccccc1OC1C(=O)N(CC2CCCO2)C1c1ccc2c(c1)OCO2 (centres undefined)
    3% | 0% | 50%[activator] | -3 | 15% | -8% | . | -13% | 14%

Next section:
Abbreviations – A = IDH1 R132H inh; B = TrxR1 substrate; C = HP1b binding inh; D = PI4K2A inh; E = rTrxR1 inhibitor; F = Pin1 inh; G = Tb PGK inh; H = USP1-UAF1 inh; I = GLS inhibitor
O=C(NO)c1ccccc1O
  A: -6%	B: 9%	C: 53%[activator]	D: 3	E: 18%	F: 0%	G: 11%	H: -21%	I: 20%
CCCCN(C(=O)CSc1nnc(-c2ccccc2)o1)c1c(N)n(CCC)c(=O)[nH]c1=O
  A: 1%	B: 4%	C: 39%[activator]	D: 2	E: 10%	F: -2%	G: 8%	H: -7%	I: -1%
CSc1ncc(Cl)c(C(=O)N(C)c2ccccc2)n1
  A: 9%	B: 0%	C: 45%[activator]	D: 1	E: 4%	F: -2%	G: -10%	H: -27%	I: -4%
CCOC(=O)c1cc(NC(=O)C2CCCO2)cc(C(=O)OCC)c1 (centres undefined)
  A: 5%	B: 10%	C: 25%	D: 3	E: 16%	F: 0%	G: 3%	H: -12%	I: -2%
CCOC(=O)c1sc(NC(=O)CSc2nc(C)cc(C)c2C#N)c(C#N)c1C
  A: 1%	B: 1%	C: 26%	D: -2	E: -19%	F: 22%	G: 9%	H: -3%	I: 9%
O=C(Cn1c(CO)nc2ccccc21)Nc1ccccc1Cl
  A: 3%	B: 2%	C: 31%	D: 0	E: 5%	F: 2%	G: -6%	H: -13%	I: 0%
Cc1nc(NCc2ccc(S(N)(=O)=O)cc2)c2c(C)c(C)sc2n1
  A: 9%	B: -1%[57.1 µM]	C: -2%	D: -5	E: 2%[57.1 µM]	F: 3%	G: -4%	H: -8%	I: 4%
CCOc1ccccc1NC(=O)CSc1nnc2ccc(-c3cccnc3)nn12
  A: 12%	B: -2%	C: 31%	D: 8	E: 14%	F: -4%	G: -9%	H: -7%	I: 0%
O=C1Nc2ccccc2C12NCCc1c2[nH]c2ccccc12 (centres undefined)
  A: 5%	B: -10%	C: -3%	D: -3	E: 8%[57.1 µM]	F: -1%	G: -5%	H: -8%	I: 18%
Cc1ccc(C(NC(N)=O)c2ccccc2C)cc1 (centres undefined)
  A: -1%	B: 3%	C: 14%	D: -2	E: 1%	F: 4%	G: -9%[11.5 µM]	H: -20%	I: 14%
COc1ccc(CNC(=O)CCS(=O)(=O)c2cc(Br)cc3c2N(C(=O)C2CC2)CC3)cc1
  A: -8%	B: -9%	C: 28%	D: -22	E: -27%	F: 1%	G: i	H: -29%	I: -2%
COC(=O)c1c(NC(=O)c2c(OC)cccc2OC)sc2c1CCCC2
  A: -9%	B: 57%[activator]	C: -26%	D: 2	E: 45%[activator]	F: -1%	G: 6%	H: ?	I: 2%
O=C1N/C(=C/c2cccn2-c2ccccc2)C(=O)N1Cc1ccccc1F
  A: 7%	B: 9%	C: 14%	D: -1	E: 5%	F: 17%	G: i	H: -5%	I: 11%
Cc1ccc(OCCSc2nnc(-c3cccs3)o2)cc1
  A: 32%[activator]	B: 6%	C: 205%[activator]	D: -2	E: 17%	F: 59%[activator]	G: -8%	H: -14%	I: -3%
CCN1CCCc2cc(CN(CCN3CCOCC3)C(=S)Nc3cccc(Cl)c3)ccc21
  A: 6%	B: 0%	C: ?	D: -5	E: 5%	F: 18%	G: -2%	H: -16%	I: ?
O=C(NCCSCc1ccco1)Nc1cc(Cl)cc(Cl)c1
  A: -13%	B: -4%	C: 26%	D: -7	E: ?	F: 5%	G: 4%	H: -5%	I: 10%
C[C@H](CO)N1C[C@H](C)[C@@H](CN(C)C(=O)NC2CCCCC2)Oc2ccc(NC(=O)Cn3cnnn3)cc2C1=O
  A: -1%	B: 5%[57.1 µM]	C: 37%	D: -1	E: 9%[57.1 µM]	F: -4%	G: -2%	H: -15%	I: 3%
N#C/C(=C\c1ccc(Cl)c([N+](=O)[O-])c1)c1ccccn1
  A: 6%	B: -11%[57.1 µM]	C: ?	D: 7	E: 6%[57.1 µM]	F: 20%	G: i	H: -26%	I: -6%
